TWEAK-Fn14 inh = inhibitors of TWEAK-Fn14 interaction signaling | AID 1159606 | inhibition, % at 10 µM | TWEAK-stimulated Fn14 reporter cells, luciferase luminescence, 8 h | 360,000 compounds, 2% hits; in the data active = inhibition above about 50%
NCOA1 inh = inhibits human SRC1 coactivator; 360,000 compounds, 0.12% hits; HEK293 GAL4-SRC1 luciferase reporter, luminescence; inhibition, % at 3.6 µM; Q15788;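 active = inhibition above the campaign mean plus 3 SD, with each screening campaign given its own cutoff, cut at about 60% in these data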;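 also: 0% = DMSO treated cells and 100% = gossypol at 36 µM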
TROY signal inh = blocks TROY-dependent signaling in reporter cells. Q293 LMP1-TROYcd NF-kB luciferase reporter, 4 h. inhibition, % at 10 µM. 360,000 compounds, 0.98% hits. AID 1347056;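 active = compounds whose plate-normalised and pattern-corrected inhibition of the luciferase reporter signal at the single screening dose is 50% or more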
Exocytosis inh = lytic granule exocytosis inhibition | TALL-104 LAMP-1 surface exposure, flow cytometry; cells stimulated with thapsigargin and PMA | inhibition, % at 10 µM | 360,000 compounds, 0.66% hits | AID 651702;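 active = inhibition above about 55%, limit read from the data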
TLR9-MyD88 inh = TLR9-MyD88 interaction inhibition. CHO BLA complementation TLR9-MyD88, CCF4 FRET ratio. AID 504734. 340,000 compounds, 0.21% hits. Q9NR96+Q99836. inhibition, % at 4.98 µM;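 active = inhibition above the mean over all tested compounds plus 3 SD, cut at about 21% in these data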;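 also: 0% = DMSO only wells and 100% = clavulanate BLA inhibitor control wells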
SRC2 inh = inhibits human steroid receptor coactivator 2 | Q15596 | HEK293 GAL4-SRC2 luciferase reporter, luminescence | inhibition, % at 9 µM | 370,000 compounds, 0.17% hits;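 active = inhibition above the mean inhibition of all tested compounds plus 3 SD, set per campaign, cut at about 52% in these data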;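 also: 0% = DMSO treated cells and 100% = cells given Gossypol at 36 µM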
NOD2-RIPK2 inh = inhibitors of human NOD2-RIPK2 interaction | CHO BLA complementation NOD2-RIPK2, CCF4 ratio | O43353 | inhibition, % at 4.98 µM | 360,000 compounds, 0.38% hits | AID 624267; in the data active = inhibition above about 21%;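 also: 0% = vehicle only and 100% = reference blocker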
Target sequence (O43353 whole entry, looked up): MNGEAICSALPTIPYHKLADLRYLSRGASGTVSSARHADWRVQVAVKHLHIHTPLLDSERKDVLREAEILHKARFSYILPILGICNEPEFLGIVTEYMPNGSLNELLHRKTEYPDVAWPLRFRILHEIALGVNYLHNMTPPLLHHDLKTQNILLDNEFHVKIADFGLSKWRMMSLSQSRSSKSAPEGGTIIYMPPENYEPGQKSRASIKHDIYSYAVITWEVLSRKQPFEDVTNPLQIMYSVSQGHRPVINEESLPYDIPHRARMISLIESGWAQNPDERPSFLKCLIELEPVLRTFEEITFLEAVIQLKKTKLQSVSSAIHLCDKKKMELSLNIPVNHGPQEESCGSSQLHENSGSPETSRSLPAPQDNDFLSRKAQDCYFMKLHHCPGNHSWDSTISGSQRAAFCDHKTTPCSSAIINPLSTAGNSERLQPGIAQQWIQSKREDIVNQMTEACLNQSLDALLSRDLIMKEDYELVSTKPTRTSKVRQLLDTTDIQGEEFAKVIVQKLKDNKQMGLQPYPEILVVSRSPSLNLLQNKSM
SRC3 inh = inhibits human SRC3 coactivator; HEK293 GAL4-SRC3 luciferase reporter, luminescence; inhibition, % at 3.6 µM; 360,000 compounds, 0.17% hits; AID 588352;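 active = inhibition above a per-campaign cutoff, the mean of all compounds plus 3 SD, cut at about 60% in these data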;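 also: 0% = DMSO-treated cells and 100% = gossypol-treated cells at 36 µM; higher means less SRC3-driven luciferase light from the GAL4 reporter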
ABHD5-PLIN5 inh = ABHD5-PLIN5 protein interaction inhibition. Q00G26+Q8WTS1. Split G. princeps luciferase complementation, luminescence, 4 h. inhibition, % at 4 µM. 360,000 compounds, 0.78% hits. AID 602281;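 active = inhibition above the mean inhibition across every tested compound plus 3 SD, cut at about 22% in these data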;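 also: 0% = DMSO only wells and the 100% control is not disclosed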
NR2F2 inh = NR2F2 (human) inhibition, primary screen; P24468; HEK293T NGFI-A luciferase reporter, luminescence; inhibition, % at 8.6 µM; AID 686940; 370,000 compounds, 0.7% hits;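 active = inhibition above a per-plate cutoff, mean inhibition of test wells between control levels plus 3 SD, cut at about 38% in these data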;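 also: cells cotransfected with COUP-TFII expression vector driving the NGFI-A reporter; 0% = median of COUP-TF2 test wells and 100% = reporter-only cells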
Target sequence (P24468 whole entry, looked up): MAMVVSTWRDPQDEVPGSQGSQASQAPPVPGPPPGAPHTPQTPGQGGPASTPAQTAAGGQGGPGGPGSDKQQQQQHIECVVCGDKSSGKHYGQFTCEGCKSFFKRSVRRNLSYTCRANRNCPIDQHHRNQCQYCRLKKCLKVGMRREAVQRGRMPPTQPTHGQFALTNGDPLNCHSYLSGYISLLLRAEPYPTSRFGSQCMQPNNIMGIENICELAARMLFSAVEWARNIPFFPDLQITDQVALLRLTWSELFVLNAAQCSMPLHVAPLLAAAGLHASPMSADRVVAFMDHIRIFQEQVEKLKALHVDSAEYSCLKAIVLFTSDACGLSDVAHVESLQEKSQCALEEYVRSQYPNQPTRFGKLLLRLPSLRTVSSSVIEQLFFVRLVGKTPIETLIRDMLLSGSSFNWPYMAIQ
NR5A2 inv ag = suppresses constitutive activity of human LRH-1 | HEK293T StAR-luciferase reporter, LRH-1 transfected, 24 h | 360,000 compounds, 0.13% hits | inhibition, % at 3.6 µM | O00482;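 active = inhibition above the mean inhibition of all tested compounds plus 3 SD, cut at about 73% in these data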;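 also: 0% = DMSO wells and 100% = reporter-only cells lacking LRH-1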
Numbers without * were called inactive; x = no result given. These rows are one share of the data; count on the stated rates, not on these rows.

Structure,TWEAK-Fn14 inh,NCOA1 inh,TROY signal inh,Exocytosis inh,TLR9-MyD88 inh,SRC2 inh,NOD2-RIPK2 inh,SRC3 inh,ABHD5-PLIN5 inh,NR2F2 inh,NR5A2 inv ag
CC(=O)Nc1ccc(C(=O)OCC(=O)c2ccc(C)c([N+](=O)[O-])c2)cc1,2,0,20,-1,-8,-5,-1,-7,-8,2,3
COc1ccc(Cc2nnc(NC(=O)c3cc(OC)c(OC)c(OC)c3)s2)cc1OC,21,27,1,1,-5,-4,-4,4,7,-21,7
CC(C)CNC(=O)N1c2ccccc2Sc2ccccc21,0,-19,-17,-1,5,20,-6,10,-3,-3,-1
Cc1ccc(C(C)(C)NC(=O)C2CCC(=O)N(CC3CCCCC3)C2)cc1 (stereo not given),14,-24,-14,0,-8,-12,4,-2,5,5,-2
COc1ccc(N(CC(=O)NCCSCc2ccc(Cl)cc2)S(C)(=O)=O)cc1Cl,-3,2,18,67*,6,-24,-4,-5,1,10,-23
COc1cc(C(=O)N(Cc2cccnc2)Cc2cc3cc4c(cc3[nH]c2=O)OCCO4)cc(OC)c1OC,20,-35,7,-3,18,12,8,-19,-6,-3,-15
Cc1ccc(C(=O)Nc2scc(-c3ccccc3)c2C(=O)O)cc1,-12,-59,27,9,-3,-53,0,-67,4,-13,-112
O=C(O)CC(NS(=O)(=O)c1ccc2c(c1)OCCO2)c1ccccc1[N+](=O)[O-] (stereo not given),7,5,11,-6,-6,-7,-12,-5,6,-8,23
C/C(=N\NC(=O)c1ccc(N)cc1)C1CC1,-6,-14,-95,-9,-7,-41,-1,-12,0,-12,-35
CC1(c2ccc3c(c2)OCCCO3)NC(=O)N(CC(=O)Nc2cccc(C#N)c2)C1=O (stereo not given),-30,-2,-7,2,-9,-24,2,4,-1,10,-12
COc1ccc(OC)c(S(=O)(=O)NCC(=O)O)c1,-13,10,-12,0,-1,16,-2,15,-1,-15,9
CCCCCCCCNC(=O)CCNC(=O)c1ccc(C(C)(C)C)cc1,24,8,16,0,-1,-24,-10,17,-2,2,3
O=S(=O)(CC(O)(c1ccccc1)c1ccccc1)CC(O)(c1ccccc1)c1ccccc1,16,6,-6,-8,6,8,4,-3,-5,14,-4
Cc1cccc(CCNC(=O)CCc2nc(-c3ccccc3F)no2)c1,-6,5,-1,5,2,-22,-4,14,1,-2,1
Cc1ccsc1/C=N/Nc1ccc(F)cc1F,-28,-58,-39,0,-1,-25,5,-43,-6,-20,-24
Cc1cccc(-n2nc(C(=O)Nc3ccccc3)n3c(=O)cc(-c4ccccc4)nc23)c1,-35,2,0,-10,-10,11,-2,-3,4,-2,4
CN(C)CCN1C(=O)C(=O)/C(=C(/O)c2ccc3c(c2)OCCO3)C1c1ccccn1 (stereo not given),21,-35,41,-4,-2,-23,6,-4,-2,-29,-37
O=C1NC[C@H](Cc2ccccc2)N(C[C@H]2CCCN2C[C@H](Cc2ccccc2)N2C[C@H](Cc3ccc(O)cc3)N(CC3CCCCCC3)C(=O)C2=O)C1=O,27,-5,36,-1,-2,3,3,-10,11,5,7
Cc1cc(NC(=O)CSc2ncccc2C(=O)O)no1,4,-15,-6,0,9,-16,-2,11,-2,0,-5
O=C(Cc1ccccc1F)Nc1ccc(SC(F)F)cc1,-48,-95,-76,-6,-6,-57,-9,-102,-15,-43,-136
CC1CCCN(C(=O)c2sc3cc([N+](=O)[O-])ccc3c2Cl)C1 (stereo not given),-24,-28,-11,-5,5,-11,-2,-13,-3,-12,-24
O=C(Cn1c(=O)ccn(Cc2ccccc2)c1=O)Nc1cccc(S(=O)(=O)N2CCOCC2)c1,-20,3,-9,2,-2,-39,3,2,0,-8,17
O=C(C1=NNCC1c1ccc(Cl)cc1)C1CO1 (stereo not given),31,1,-3,2,-8,26,-17,16,6,-12,8
C/C(=N/NS(=O)(=O)c1ccccc1)c1ccc(NC(=O)C2CC2)cc1,-13,-10,0,0,-6,-30,3,18,9,10,5
COC(=O)[C@]1(C)N[C@H](CN(C)C(=O)c2ccc(F)cc2)[C@@H]2C(=O)N(C)C(=O)[C@@H]21,6,4,-11,-3,14,12,1,6,1,-14,0

Rewritten with values under each structure: 2 of the compounds above
Every second line gives: TWEAK-Fn14 inh, NCOA1 inh, TROY signal inh, Exocytosis inh, TLR9-MyD88 inh, SRC2 inh, NOD2-RIPK2 inh, SRC3 inh, ABHD5-PLIN5 inh, NR2F2 inh, NR5A2 inv ag
O=C1NC[C@H](Cc2ccccc2)N(C[C@H]2CCCN2C[C@H](Cc2ccccc2)N2C[C@H](Cc3ccc(O)cc3)N(CC3CCCCCC3)C(=O)C2=O)C1=O
 : 27, -5, 36, -1, -2, 3, 3, -10, 11, 5, 7
Cc1cc(NC(=O)CSc2ncccc2C(=O)O)no1
 : 4, -15, -6, 0, 9, -16, -2, 11, -2, 0, -5

Next structures
Structure,TWEAK-Fn14 inh,NCOA1 inh,TROY signal inh,Exocytosis inh,TLR9-MyD88 inh,SRC2 inh,NOD2-RIPK2 inh,SRC3 inh,ABHD5-PLIN5 inh,NR2F2 inh,NR5A2 inv ag
Nc1nc(Nc2ccccc2F)nc(NC2CCCCC2)c1[N+](=O)[O-],-21,-8,-8,2,-15,-21,-7,6,4,-15,2
Cc1ccc(C)c(N2CCN(Cc3nnnn3C3CCCCC3)CC2)c1,-23,-3,9,-2,-6,14,-1,-28,6,4,9
COc1ccc(CN(CC(=O)NC2CCCC2)C(=O)CN2C(=O)COc3ccccc32)cc1,-7,4,9,-17,-1,17,3,3,-5,-14,1
O=C(Nc1ccc(Cl)cc1)Nc1ccccc1Sc1ncc([N+](=O)[O-])s1,43,-47,1,11,1,-25,-2,-19,-19,-5,-18
COCCNC(=S)N/N=C/c1ccc(OCc2ccc(C(=O)OC)cc2)cc1,-11,10,-27,-1,-3,-6,-4,10,1,-10,17
C=CCOc1c(Br)cc(C2C3=C(CCCC3=O)N(C)C3=C2C(=O)CCC3)cc1OCC,21,0,1,-2,-1,12,-3,5,-4,-11,1
CCC(=O)N(Cc1cc2c(C)cc(C)cc2[nH]c1=O)C1CCCCC1,-3,0,9,6,4,20,-4,-14,-1,-2,6
CC(=O)c1ccc(OCCn2c(SCC(=O)O)nc3ccccc32)cc1,-6,3,-10,-4,-5,-66,-1,-8,-1,-58,-3
O=C(CNC(=O)c1ccccc1F)NCc1ccncc1,23,-5,-5,24,10,-23,5,2,12,2,-15
COC(=O)c1ccc2c(=O)n(CCCCCC(=O)O)c(=O)[nH]c2c1,27,2,6,-1,1,17,5,21,-3,28,19
Cn1c(=O)n(CCc2ccccc2)c(=O)c2c1nc1n2CCCN1c1ccccc1,-3,-11,-9,0,0,12,-8,22,-5,-2,-45
Cc1cccc[n+]1CC(=O)c1ccc([N+](=O)[O-])cc1,-7,19,4,-1,5,-12,-4,-8,-2,-17,9
C[C@H](CO)N1C[C@H](C)[C@H](CN(C)S(=O)(=O)c2ccc3ccccc3c2)OCc2cnnn2CCCC1=O,15,-18,8,-7,2,5,2,4,2,2,-16
Cc1ccccc1-n1cc(CNC(=O)CC2C(=O)NCCN2C/C=C/c2ccccc2)cn1 (stereo not given),5,-15,-3,1,0,2,6,-5,1,-7,3
C=CCn1c(O)c(N=NC(=O)c2ccccc2NS(=O)(=O)c2cccs2)c2ccccc21,-17,16,6,1,-1,32,1,17,3,16,12
COc1ccccc1N1C(=O)c2ccccc2NC1c1ccc(O)cc1 (stereo not given),3,8,-22,16,3,10,-6,4,0,-9,-4
Cc1cc2oc(C(=O)NCc3ccncc3)c(C)c2cc1C,-7,-20,4,2,6,20,4,-4,-3,27,49
COc1cccc(C(=O)C2CCCN(C/C=C/c3ccccc3OC)C2)c1 (stereo not given),1,-5,-4,-1,-7,18,0,4,6,-16,-4
CN(C)/C=C/C(=O)c1ccc(OCCN(C)c2ccccn2)cc1,-15,-34,-3,6,4,-17,9,-17,17,10,17
CCCCC(CCC(=O)Nc1cc([N+](=O)[O-])ccc1O)C(=O)O (stereo not given),3,0,2,1,6,-33,-5,13,5,-9,0
CSc1nc2ccccc2n1CC(=O)Nc1cc(C(F)(F)F)ccc1N1CCOCC1,4,-26,-7,4,2,-9,0,18,0,-2,7
COC(=O)c1cc(=O)c2c(ccc3oc(=O)ccc32)[nH]1,2,3,-15,-1,x,-30,-2,1,-8,-18,-1
COc1ccc(C2CC(c3ccccc3)=NN2c2ccccc2)c(C(=O)O)c1OC (stereo not given),8,-6,0,-2,5,10,3,6,-4,-20,10
CSc1nc(=S)c2[nH]c(=S)[nH]c2[nH]1,6,-3,6,-5,0,-41,5,-12,-4,22,-2
CCC(=O)Nc1cccc(NC(=O)c2ccc(C)c([N+](=O)[O-])c2)c1,-11,-20,-33,1,1,-44,-9,-18,1,-4,-26
CCC(C)(C)NC(=O)C(c1ccc(F)cc1)N(Cc1ccccc1)C(=O)c1cnccn1 (stereo not given),15,-19,-17,1,x,-15,-13,23,-3,3,3
Cc1ccccc1NS(=O)(=O)c1cc(C(N)=O)ccc1C,2,16,15,-1,-18,7,-1,2,7,2,-20

Molecules listed so far that have fluorine (eight):
Structure,TWEAK-Fn14 inh,NCOA1 inh,TROY signal inh,Exocytosis inh,TLR9-MyD88 inh,SRC2 inh,NOD2-RIPK2 inh,SRC3 inh,ABHD5-PLIN5 inh,NR2F2 inh,NR5A2 inv ag
Cc1cccc(CCNC(=O)CCc2nc(-c3ccccc3F)no2)c1,-6,5,-1,5,2,-22,-4,14,1,-2,1
Cc1ccsc1/C=N/Nc1ccc(F)cc1F,-28,-58,-39,0,-1,-25,5,-43,-6,-20,-24
O=C(Cc1ccccc1F)Nc1ccc(SC(F)F)cc1,-48,-95,-76,-6,-6,-57,-9,-102,-15,-43,-136
COC(=O)[C@]1(C)N[C@H](CN(C)C(=O)c2ccc(F)cc2)[C@@H]2C(=O)N(C)C(=O)[C@@H]21,6,4,-11,-3,14,12,1,6,1,-14,0
Nc1nc(Nc2ccccc2F)nc(NC2CCCCC2)c1[N+](=O)[O-],-21,-8,-8,2,-15,-21,-7,6,4,-15,2
O=C(CNC(=O)c1ccccc1F)NCc1ccncc1,23,-5,-5,24,10,-23,5,2,12,2,-15
CSc1nc2ccccc2n1CC(=O)Nc1cc(C(F)(F)F)ccc1N1CCOCC1,4,-26,-7,4,2,-9,0,18,0,-2,7
CCC(C)(C)NC(=O)C(c1ccc(F)cc1)N(Cc1ccccc1)C(=O)c1cnccn1 (stereo not given),15,-19,-17,1,x,-15,-13,23,-3,3,3
